iPSC survival up: enhancers of single-cell hiPSC survival, primary screen, ATPlite luminescence; 360,000 compounds, 0.044% hits; 100% = ROCK inhibitor wells, 0% = DMSO; survival enhancement, % at 20 µM; in the data active = survival enhancement above about 18%;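 also: cells exposed to compounds for 16 hours before the ATP read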
Exocytosis inh: LAMP-1 surface exposure blockers, TALL-104 cells – cell-based, flow cytometry, MLPCN library, primary screen. inhibition, % at 10 µM. 360,000 compounds, 0.66% hits. TALL-104 LAMP-1 surface exposure; cells stimulated with thapsigargin and PMA;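 active = inhibition above about 55%, limit read from the data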
Cardio protect: cardioprotection against H2O2-induced cell death, primary screen, uHTS, H9c2 cells, ATPLite luminescence; H9c2 cardiomyocytes, H2O2 injury protection, 2 h; protection from H2O2 cell death, % at 20 µM; 360,000 compounds, 0.63% hits; AID 588492, 2011;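 active = compounds giving at least 50% protection of heart cells from peroxide-induced death in the single-dose screen, raw or plate-pattern-corrected value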;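 also: 0% = DMSO wells with peroxide and 100% = DMSO wells without peroxide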
aDG glyco act: activators of alpha-DG glycosylation, primary screen, uHTS, Pro5-aDG cells, AlphaScreen. alpha-DG glycosylation AlphaScreen (IIH6); 0% Pro5, 100% B10-LARGE cell signal. activation, % at 10 µM. 360,000 compounds, 0.22% hits;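 active = activation of at least 8% versus controls, or a plate z-score of at least 8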;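 also: Pro5 are CHO cells carrying HIG-tagged alpha-DG that lacks glycosylation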
Vif inh: HIV Vif self-association inhibitors, primary screen, imaging, HEK293T, single point. inhibition, % at 7.49 µM. HEK293T cells, Vif self-association by quenched fluorescence, 24 h. 340,000 compounds, 0.35% hits. AID 602346, 2012; in the data active = inhibition above about 50%, passing the limit was not always enough; also: some results filed as inactive read as strong as hits
CaV13 FRET inh: Primary screen for inhibitors of IQ motif and Ca2+-dependent inactivation inhibitor domain binding in CACNA1D, Förster resonance energy transfer in living cells, …; 340,000 compounds, 0.098% hits; AID 743397; HEK cells, CFP/YFP FRET ICDI-IQ, plate reader, 10 min; percent FRET-ratio fall versus neutral wells; inhibition, % at 12.3 µM;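 active = mean replicate inhibition of at least 30% and at least 1% of replicates passing that level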;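 also: 0% = median of the neutral control wells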
N-glyco inh: increase of ERlucT glycosylation luciferase signal, primary screen, N-linked glycosylation inhibitor project, D54 ERlucT cells, luminescence, set 2; D54 ERlucT glycosylation luciferase reporter, 24 h; percent of 100 nM tunicamycin response; reporter increase, % at 12.5 µM; 360,000 compounds, 0.23% hits;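 active = mean luciferase reporter signal, scaled so untreated is 0 and the glycosylation-blocking control 100, at or above a set limit in every replicate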;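 also: luciferase carries N-glycosylation sites so blocking glycosylation raises the light; 0% = median of neutral control wells and 100% = median of 100 nM tunicamycin wells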
HTR2A ag: mouse Htr2a agonists via beta-arrestin recruitment, primary screen, cell-based, luminescence | 360,000 compounds, 0.66% hits | AID 624169, 2012 | 5-hydroxytryptamine receptor 2A (Mus musculus), P35363 | activation, % at 7.6 µM | CHO-K1 mHTR2A beta-arrestin complementation; percent of 30 µM serotonin response;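 active = activation above a run cutoff, the mean activation of all tested compounds plus 3 SD, cut at about 14% in these data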;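 also: 0% = plate median of compound wells and 100% = 30 µM serotonin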
PDI inh: inhibitors of human PDI, primary screen, biochemical, turbidity, single point, plate reader; Protein disulfide-isomerase (Homo sapiens), P07237; PDI insulin aggregation turbidity, A650, 90 min; 350,000 compounds, 0.052% hits; inhibition, % at 10 µM;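 active = mean inhibition across replicates of 30% or more, whatever share of single replicates reach that level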;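 also: absorbance from insulin aggregation driven by PDI reduction with DTT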
ABCB6 inh 2: ABCB6 transporter inhibitors, primary screen, K562-ABCB6 cells, flow cytometry, MLPCN library; ATP-binding cassette sub-family B member 6 (Homo sapiens), Q9NP58; K562-ABCB6 porphyrin accumulation, 1 h; stronger effect = lower value; fluorescence ratio to DMSO, % at 10 µM; 360,000 compounds, 0.19% hits; AID 602162, 2011;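 active = fluorescence ratio to DMSO below 75%, the collection mean minus 3 SD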;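 also: signal is porphyrin accumulated inside mitochondria; 100% equals median channel fluorescence of DMSO control wells; lower ratio means ABCB6 inhibition with less porphyrin fluorescence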
Target sequence (Q9NP58 whole entry, looked up): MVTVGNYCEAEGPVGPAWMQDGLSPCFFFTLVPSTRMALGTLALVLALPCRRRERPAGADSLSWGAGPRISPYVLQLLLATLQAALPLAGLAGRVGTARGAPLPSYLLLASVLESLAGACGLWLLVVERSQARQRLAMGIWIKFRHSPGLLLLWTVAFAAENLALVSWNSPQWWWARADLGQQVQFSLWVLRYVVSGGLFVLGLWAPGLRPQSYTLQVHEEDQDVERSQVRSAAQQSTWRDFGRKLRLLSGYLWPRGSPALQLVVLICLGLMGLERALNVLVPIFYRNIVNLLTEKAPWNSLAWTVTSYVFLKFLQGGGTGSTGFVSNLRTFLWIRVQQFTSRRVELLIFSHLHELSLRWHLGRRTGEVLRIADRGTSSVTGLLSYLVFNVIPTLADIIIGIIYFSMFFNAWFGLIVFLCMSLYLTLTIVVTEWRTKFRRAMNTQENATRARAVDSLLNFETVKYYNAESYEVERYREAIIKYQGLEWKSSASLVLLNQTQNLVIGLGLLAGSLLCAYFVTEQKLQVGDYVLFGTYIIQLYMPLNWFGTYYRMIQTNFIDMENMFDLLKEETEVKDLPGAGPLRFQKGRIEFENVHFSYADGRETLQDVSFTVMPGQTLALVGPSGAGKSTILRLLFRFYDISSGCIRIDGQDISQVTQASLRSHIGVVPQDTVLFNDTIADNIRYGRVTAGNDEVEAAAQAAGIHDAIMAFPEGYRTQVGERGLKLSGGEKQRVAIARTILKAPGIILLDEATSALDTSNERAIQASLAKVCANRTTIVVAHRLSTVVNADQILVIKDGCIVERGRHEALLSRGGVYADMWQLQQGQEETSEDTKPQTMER
* = called active by the depositor; · = not tested or not shown.

Values run as follows: iPSC survival up | Exocytosis inh | Cardio protect | aDG glyco act | Vif inh | CaV13 FRET inh | N-glyco inh | HTR2A ag | PDI inh | ABCB6 inh 2
Cc1cc(C)cc(-n2c(C)cc(/C=N/NC(=O)c3ccncc3)c2C)c1
 : -0.7 | 0 | -10 | -0.2 | 1 | 4 | 0 | 8 | -6 | 99
O=C1CSC(=Nc2ccccc2[N+](=O)[O-])N1
 : -1.2 | -2 | 10 | -0.5 | 0 | -5 | 0 | -2 | 9 | 101
CCOc1ccc(OCCC(=O)N(CC)CC(=O)NCc2ccc(Cl)cc2)cc1
 : -0.4 | 7 | -4 | 0.3 | -3 | · | -1 | 2 | 0 | 99
COc1ccc(N2CCN(C(=O)CNS(=O)(=O)c3ccc(Br)s3)CC2)cc1
 : 0.5 | 13 | -2 | 0.0 | 18 | -3 | -1 | 3 | 9 | 96
CN(C(=O)c1ccccc1)c1ccc(OCC(=O)NC2CCS(=O)(=O)C2)cc1 (stereo unspecified)
 : -2.1 | 1 | -4 | -0.4 | -1 | -5 | -3 | 5 | 1 | 98
CS(=O)(=O)c1ccc(C(=O)Nc2cccc(-c3nc4ccccc4[nH]3)c2)cc1
 : 0.6 | 7 | 45 | -0.3 | 6 | -8 | 4 | -1 | 11 | 96
O=C(OCc1ccccc1)N1CCC2CC1c1ccc(N3CCNCC3)cc12 (stereo unspecified)
 : -1.7 | 0 | -18 | 0.5 | · | -6 | -2 | 9 | -3 | 96
CN(C)CCCNC(=O)c1ccc(-c2ccccc2)cc1
 : 1.3 | 0 | 10 | -0.2 | 5 | · | -5 | -4 | 6 | 92
COC(=O)c1cc(NC(=O)C2(S(=O)(=O)c3ccc(Cl)cc3)CC2)cc(C(=O)OC)c1
 : 4.7 | -3 | 0 | -0.1 | -10 | -3 | 0 | 1 | -17 | 98
Cc1ccc2[nH]c(=O)c(CN(CCN3CCOCC3)C(=O)Nc3ccccc3F)cc2c1
 : 5.5 | -4 | 11 | -0.1 | · | · | 1 | -2 | -7 | 97
Cc1cc2cc(CN3C(=O)c4ccccc4C3=O)ccc2n1C
 : 0.1 | 1 | -13 | -0.2 | 3 | -5 | -3 | 1 | -14 | 425
CN(C)CCNC(=O)COc1cccc(Cl)c1
 : -2.6 | 0 | 12 | 0.1 | 6 | -3 | 1 | -4 | -18 | 104
CC(=O)N1CCN(c2ccc(N=Cc3c(O)n(Cc4ccccc4)c(=O)[nH]c3=O)cc2)CC1
 : 5.3 | 1 | 9 | 0.5 | -6 | -5 | -2 | 0 | 5 | 103
CCOC(=O)N1CCN(S(=O)(=O)c2cc(Br)cc3c2N(C(=O)C2CC2)CC3)CC1
 : 0.6 | -1 | 6 | 0.4 | -1 | -5 | 2 | -3 | -3 | 103
O=c1c2sc(-c3ccccc3)cc2nc2n1CCC2
 : -3.4 | 0 | -25 | -0.1 | · | -6 | · | 0 | -11 | 94
CCCNC(=O)N1CCC(c2nc3ccccc3s2)CC1
 : 0.5 | -1 | 2 | 0.0 | 1 | -19 | -1 | 9 | 13 | 93
COc1ccc(-c2nnc3ccc(SCC(=O)Nc4nccs4)nn23)cc1OC
 : 0.9 | -5 | 9 | -0.1 | -8 | -19 | 2 | 1 | 1 | 98
CC(C)CCN1CCNC(=O)C1CC(=O)N(C)CCCN1CCOCC1 (stereo unspecified)
 : -0.5 | -4 | 4 | -0.2 | 8 | -5 | 3 | 5 | 8 | 102
Cc1cc(C(=O)O)c(C)n1-c1ccccc1
 : -2.7 | 1 | 4 | -0.4 | 21 | -5 | -1 | 1 | -2 | 89
CCc1ccc(C(=O)CSc2nc(N)cc(=O)[nH]2)cc1
 : -0.2 | 0 | -2 | 0.2 | -4 | -2 | 0 | -8 | -30 | 101

Some entries already given, reduced to N-glyco inh:
SMILES	N-glyco inh
CCOc1ccc(OCCC(=O)N(CC)CC(=O)NCc2ccc(Cl)cc2)cc1	-1
CN(C)CCNC(=O)COc1cccc(Cl)c1	1

The list continues.
Values run as follows: iPSC survival up | Exocytosis inh | Cardio protect | aDG glyco act | Vif inh | CaV13 FRET inh | N-glyco inh | HTR2A ag | PDI inh | ABCB6 inh 2
COc1ccc(F)cc1-c1cc(C(=O)NCc2cccc(Cl)c2)[nH]n1
 : -1.5 | -3 | 5 | 0.6 | · | -6 | -1 | -7 | -12 | 97
COc1ccc(NC(=O)CSc2nnc(CNc3ccc(F)cc3)o2)c(OC)c1
 : -0.4 | -1 | -3 | -0.5 | -2 | -5 | 3 | -3 | 2 | 95
N#C/C(=C/c1cccn1-c1cccc(C(=O)O)c1)c1ccc(F)cc1
 : -3.6 | 0 | 3 | -0.2 | -6 | -5 | 1 | 3 | 5 | 101
CCOC(=O)c1[nH]c(CSc2nnnn2-c2ccccc2C)c(C(=O)OCC)c1C
 : 1.5 | 2 | -6 | -0.2 | -19 | · | 0 | 2 | 2 | 89
Cc1cc(C(=O)NNC(=O)c2ccccc2[N+](=O)[O-])c(C)o1
 : -0.6 | 1 | 8 | 0.2 | -3 | -5 | -1 | 1 | 7 | 92
O=C(Oc1oc(-c2ccco2)nc1C=Nc1ccccc1)c1ccco1
 : -3.2 | 1 | 4 | -0.3 | 8 | · | -2 | -3 | 11 | 100
O=C(NCc1ccccn1)C(C(=O)c1cccc([N+](=O)[O-])c1)n1cc(Cl)ccc1=O (stereo unspecified)
 : -0.9 | 10 | 4 | -0.2 | 8 | -4 | 3 | -5 | -5 | 105
COc1ccccc1C(=O)N1CCN(c2cccc(C(F)(F)F)c2)CC1
 : -1.1 | -1 | -5 | -0.2 | · | · | 12 | -9 | 0 | 99
COc1ccc(C2/C(=C(/O)c3ccccc3)C(=O)C(=O)N2c2ncccn2)cc1OC (stereo unspecified)
 : 3.2 | -3 | 4 | -0.2 | -3 | -3 | 1 | -1 | -13 | 105
CCC(CC)N1CCN(C(=O)c2cc(OC)c(OC)c(OC)c2)CC1
 : 1.3 | -6 | 0 | 0.2 | -8 | -5 | 1 | 5 | 1 | 99
CCCCCC1C(=O)CCC1CC(=O)OC (stereo unspecified)
 : -0.5 | 3 | -2 | -0.1 | -1 | · | -1 | -3 | · | 105
N=c1c2ccccc2nc2n1CCCCC2
 : 0.5 | -9 | -8 | 0.7 | -1 | -5 | -1 | 1 | 11 | 97
Cc1ccc(SCC(=O)OCC(=O)NC2(C#N)CCCCC2)cc1
 : -0.2 | -2 | 3 | -0.1 | -11 | -8 | 2 | 1 | 0 | 100
Cc1nc2ccc(Nc3ccncc3)cc2s1
 : -0.6 | -2 | 1 | 0.2 | -7 | -6 | 2 | 0 | 2 | 101
Fc1ccccc1CNCc1ccc2c(c1)OCO2
 : 2.3 | -2 | 4 | 0.1 | 8 | -11 | -3 | -3 | -9 | 98
CCCCC(CC)CNC(=O)c1ncn[nH]1 (stereo unspecified)
 : 4.1 | -6 | 2 | 0.3 | 2 | -3 | 1 | -2 | -4 | 97
COc1ccc(Cl)cc1-c1cc(C(=O)NCc2ccccc2)[nH]n1
 : 4.6 | 9 | -3 | -0.2 | 9 | -10 | 1 | -1 | -9 | 98
O=C(O)CN1C(=O)/C(=C\c2cc(Br)ccc2OCc2ccccc2Cl)SC1=S
 : 2.1 | 10 | 2 | -0.1 | -6 | -17 | 1 | 3 | 1 | 104
CN(C)c1ccc(C(C(=O)NC(C)(C)C)N(C(=O)c2csnn2)C2CC2)cc1 (stereo unspecified)
 : 0.3 | -4 | 10 | -0.1 | -3 | -5 | -1 | 1 | -6 | 90
Cc1ccc(NC(=O)COC(=O)/C=C/c2ccccc2)cc1S(=O)(=O)N1CCOCC1
 : -0.7 | -2 | -2 | 0.5 | 14 | 3 | 2 | -1 | -4 | 101
CCOc1cc(C(=O)OCc2ccc([N+](=O)[O-])cc2)ccc1OCC(=O)N1CCOCC1
 : 0.0 | -2 | 0 | 0.0 | 19 | -15 | -1 | -3 | -2 | 95
O=c1ccc2c(o1)/C(=C/C=C(Cl)Cl)CCC2
 : -0.2 | -4 | -5 | 1.1 | -3 | · | 0 | -4 | -12 | 103
O=C(COC(=O)CC1CCCCC1)Nc1c(Cl)cccc1Cl
 : 2.1 | 4 | -1 | -0.1 | 15 | -2 | -2 | 4 | -3 | 102
CCOc1cc(C(=O)NCc2ccco2)cc(OCC)c1OCC
 : -0.8 | -9 | -2 | -0.1 | -8 | -2 | 1 | 5 | -3 | 102
Cc1nc2cc(S(=O)(=O)N3CCC(C(=O)O)CC3)ccc2n1C1CCCC1
 : 0.1 | 0 | 8 | -0.3 | 12 | · | 2 | 0 | 4 | 102
CO/C([O-])=N/c1c[n+](-c2ccc(Cl)cc2)no1
 : -2.4 | -3 | 1 | 0.1 | 21 | -8 | 2 | 3 | -3 | 94
COc1c(C)cccc1C(=O)NC(=S)Nc1ccccc1N1CCCC1
 : -0.3 | -15 | -6 | 0.4 | -2 | -7 | -10 | 1 | 18 | 100
COc1ccc(Oc2ccccc2/C=C/C(=O)O)cc1
 : 0.5 | -1 | 3 | 0.0 | 16 | -3 | 2 | 1 | -5 | 101
COc1cccc(CN2CCN(S(=O)(=O)c3ccc(Cl)s3)CC2)c1
 : -0.4 | -8 | -8 | 0.0 | 3 | -6 | -1 | -3 | 1 | 96
CCOC(=O)c1sc(NS(=O)(=O)c2ccc(C)cc2)nc1C
 : 1.0 | 3 | -2 | -0.2 | 9 | -7 | 1 | 2 | -3 | 105
COc1c(Cl)cc(-c2noc(C)c2C(=O)NCc2ccc3c(c2)OCO3)cc1Cl
 : 1.6 | -6 | 0 | 0.0 | 15 | 71* | -1 | -4 | -1 | 104
c1ccc2nc3c(nc2c1)c1ccccc1n3CCN1CCOCC1
 : 0.4 | 4 | 22 | 0.2 | -8 | -11 | 16 | -1 | 0 | 91
CCN(CC)c1ccc(C2C(C(=O)OC(C)C)C(=O)CC(C)(O)C2C(=O)OC(C)C)cc1 (stereo unspecified)
 : -5.4 | 1 | 75* | -0.5 | -2 | -6 | -4 | -1 | -1 | 102
Cc1cccc(N2CCN(C(=O)c3ccc(NC(=O)CC4SC(N5CCCC5)=NC4=O)cc3)CC2)c1C (stereo unspecified)
 : 1.5 | 5 | 1 | 0.0 | 0 | -5 | 0 | -5 | -12 | 101
CC(=O)OC1CCC2C3CCC4OC(=O)CCC4C3CCC12C (stereo unspecified)
 : -1.2 | 3 | -6 | 0.1 | -8 | -6 | 0 | 3 | -3 | 98
COc1ccc(NC(=O)C2Cc3c(-c4cccc(NC(C)=O)c4)ccnc3O2)cc1OC (stereo unspecified)
 : -1.8 | 10 | 6 | -0.1 | -18 | -11 | 21 | 0 | -4 | 99

From PubChem

No enrichment for hits; 3.1% or so of the library scored in one or more.
